Tau fibril FP – tau fibrillization inhibition (FP). P10636. K18 P301L tau heparin fibrillization, Alexa594 FP, 6 h. Potency, µM (highest dose often 57.7 µM), for the others: at the top dose activity, negative = inhibition, actives largely listed as inhibitors. 280,000 compounds, 0.39% hits; further: nearly all actives have a fitted effect of over 55% in size
Target sequence (P10636 561-689 P618L limits assumed): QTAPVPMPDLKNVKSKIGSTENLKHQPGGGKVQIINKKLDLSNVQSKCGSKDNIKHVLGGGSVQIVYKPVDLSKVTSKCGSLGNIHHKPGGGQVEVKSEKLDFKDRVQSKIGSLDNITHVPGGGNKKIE
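K18 P301L tau (15 uM unlabeled/0.24 uM Alexa 594-labeled, final) + compound + heparin 20 uM final; 100 mM NaOAc pH 7; 6 hr 37 C; ThT 30 uM final added, 1 hr RT; FP ex 555/em 632 nm.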
Tau fluor cs – counter-screen for tau fibril formation inhibitors | Potency, µM (top dose mostly 57.7 µM), without a hit: at the top dose activity change, negative = decrease | AID 1463 | 280,000 compounds, 0.93% hits | tau K18 P301L Alexa594 fluorescence, heparin fibrillization; further: nearly all actives have a fitted effect of over 55% in size
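Human tau K18 P301L (15 uM unlabeled, 0.24 uM Alexa 594-labeled) in 100 mM sodium acetate pH 7 with 20 uM heparin, 6 hr at 37 C. ThT 30 uM added, 1 hr ambient; Alexa 594 FP and total fluorescence read at 555/632 nm.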
Tau ThT inhib – blocks human tau fibril formation measured by thioflavin T; P10636; recombinant tau K18 P301L (four-repeat tau fragment), heparin-induced fibrillization, ThT fluorescence; Potency, µM (highest dose often 57.4 µM), inactives show at the top dose activity, negative = inhibition, hits mostly inhibitors; 270,000 compounds, 2.1% hits; further: nearly all actives have a fitted effect of over 55% in size
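Aggregation was driven by heparin (20 uM final) acting on recombinant tau […] bearing P301L in 100 mM sodium acetate pH 7; fibrils were detected with Thioflavin T.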
Numbers without * were called inactive; ? = inconclusive; [ ] = another dose, or the depositor's remark. The call rests on the fitted dose curve; in most records, active means well fitted curve in the direction sought with a large enough effect; inconclusive means small, poorly fitted or top-dose-only effect, or another doubt; inactive means no such curve, though single readings can be large; an effect the other way counts as inactive or inconclusive. On the % scale 0 is the no-effect control and ±100 the full control effect; potency means the concentration at half of the fitted maximal effect. These rows are one share of the data. The share of hits here may be higher or lower than overall.

Each structure is followed by: Tau fibril FP	Tau fluor cs	Tau ThT inhib
- CCN(CC)c1ccc(C2C(C(=O)Nc3ccccc3C)=C(C)Nc3ncnn32)cc1 (stereo not drawn)
→ -3%	-24%	-6%
- Cc1ccc2c(c1)c1c(c(=O)n(Cc3ccccc3)c(=O)n1Cc1cccc(C(F)(F)F)c1)n2C
→ -4%	-5%	3%
- CNC(=O)C1CCC(Cn2c(=O)c3sccc3n(Cc3ccccc3)c2=O)CC1 (stereo not drawn)
→ -1%	-2%	-2%
- Cc1ccc(S(=O)(=O)Cc2nc(-c3ccc(C(=O)NCc4ccccc4)cc3)oc2C)cc1
→ ?	-20%	-13%
- CCOc1ccc(CC(=O)NCc2ccc3c(c2)CCN3C(C)=O)cc1OCC
→ 2%	15%	12%
- Cc1cc(=O)[nH]c2nnc(SCc3cccc(F)c3)n12
→ -8%	0%	-6%
- NC(=O)c1ccccc1NC(=O)CN1c2ccccc2S(=O)(=O)c2ccccc21
→ -4%	-6%	9%
- CCOc1ccc(N2CC(NC(=O)c3ccc(Cl)cc3)CC2=O)cc1 (stereo not drawn)
→ -7%	-9%	-8%
- O=C(CSC1=Nc2ccccc2N=C(c2ccc(F)cc2)C1)NCc1ccccc1
→ -9%	-6%	-2%
- O=C(NCC(c1ccco1)S(=O)(=O)c1cccs1)c1ccccc1 (stereo not drawn)
→ -7%	-7%	-6%
- COC(=O)c1cc(NS(=O)(=O)c2cc(Br)cc3c2N(C(C)=O)CC3)cc(C(=O)OC)c1
→ -4%	-17%	-5%
- O=C(NCc1ccccc1Cl)C1CCCN(C(=O)c2cnn(-c3ccc(F)cc3)c2-n2cccc2)C1 (stereo not drawn)
→ 13%	-1%	-3%
- COC(=O)c1cccc(Nc2c(-c3cc(Br)ccc3O)nc3nc[nH]n23)c1
→ -1%	0%	14%
- CC(=O)c1cc(-c2ccc(F)cc2)n(CCC(=O)NCc2ccc(C)cc2)c1C
→ 1%	-5%	-11%
- Cc1ccc2c(=O)c(C(=O)c3ccccc3)cn(CC(=O)NCc3ccccc3)c2n1
→ -9%	-22%	-17%
- COc1cccc(N2CCN(C3C(=O)c4ccccc4N3C(C)=O)CC2)c1 (stereo not drawn)
→ 6%	-16%	-4%
- O=C(Nc1ccccc1Br)N1CCN2CCCCC2C1 (stereo not drawn)
→ 2%	5%	10%
- CC(Oc1ccccc1)C(=O)Nc1nnc2n1CCS2 (stereo not drawn)
→ -9%	-7%	-3%
- CCOc1ccc(C(=O)NCc2ccc3c(c2)CCN3C(=O)c2ccc(Cl)cc2)cc1
→ -10%	-4%	2%
- CN(C)c1ccc(CNC(=O)CCC(=O)N2Cc3ccccc3Oc3ncccc32)cc1
→ -12%	-17%	-13%
- O=C(CSC1=Nc2ccccc2C2=NC(Cc3ccccc3)C(=O)N12)Nc1ccccc1 (stereo not drawn)
→ 3%	-11%	5%
- O=C(CN1C(=O)C2CCCCN2c2ccc(C(=O)N3CCCC3)cc21)NCc1cccc(F)c1 (stereo not drawn)
→ 8%	2%	6%
- Cc1cc(C)c(/C=C/c2onc(C)c2S(=O)(=O)N2CCC(C(=O)N(C)Cc3ccccc3)CC2)c(C)c1
→ 8%	-1%	-5%
- Cc1cccc(NS(=O)(=O)c2ccc3c(c2)n(C)c(=O)n3C)c1C
→ 3%	7%	9%
- COc1cccc(CC(=O)NCc2ccc3c(c2)CCN3C(C)=O)c1
→ 5%	5%	7%
- O=C(Cn1c(=O)oc2cc(S(=O)(=O)N3CCCCCC3)ccc21)NCc1ccccc1Cl
→ -14%	1%	6%
- CN(C)c1ccc(CNC(=O)c2cnc3sc(N4CCCC4)nn3c2=O)cc1
→ 6%	1%	2%
- COc1cccc(CNC(=O)c2sc3ncccc3c2-n2c(C)ccc2C)c1OC
→ -4%	-8%	?
- CCc1ccc(N2C(=O)CS(=O)(=O)C23C(=O)N(Cc2ccccc2F)c2ccccc23)cc1 (stereo not drawn)
→ 2%	-21%	-5%
- CCOC(=O)c1cccc(NC(=O)NCc2ccc3c(c2)CCN3C(=O)CC)c1
→ ?	18µM*[quencher]	?
- Cc1ccc(NC(=O)CSc2nc(-c3ccc(C(C)(C)C)cc3)nc3cc(=O)[nH]n23)cc1C
→ 4%	2%	7%
- COc1ccc(N2CCN(C(=O)CCNS(=O)(=O)c3ccc4c(c3)CCN4C(=O)C3CC3)CC2)cc1
→ 7%	-23%	?
- COc1ccc(-n2c(=O)c3c(c4cc(OC)ccc4n3C)n(Cc3cccc(C)c3)c2=O)cc1
→ -1%	1%	6%
- Cc1cccc2sc(N(Cc3cccnc3)C(=O)C3COc4ccccc4O3)nc12 (stereo not drawn)
→ -13%	-10%	-13%
- Cc1cccc(-c2noc(-c3cc(C(C)C)[nH]n3)n2)c1
→ -1%	?	?
- Cc1ccc(CNC(=O)CCCN2C(=O)CCn3nc(-c4cccn4C)cc32)cc1
→ 3%	-13%	-10%
- CN(C(=O)CSc1nc2ccccc2n1Cc1ccccc1C#N)c1ccccc1
→ -1%	-9%	-10%
- CCc1ccc(NC(=O)c2ccc(F)c(S(=O)(=O)NCCc3ccc(OC)c(OC)c3)c2)cc1
→ -13%	?	6%
- Cc1noc(C)c1S(=O)(=O)NCCc1csc2nc(-c3ccc(Cl)cc3)nn12
→ ?	?	-2%
- CCOC(=O)C1CCN(C(=O)CSc2n[nH]c(-c3ccc(F)cc3)n2)CC1
→ -9%	-3%	2%
- Cc1ccc(-c2onc(C)c2C)cc1S(=O)(=O)NC1CCC(C)CC1 (stereo not drawn)
→ -7%	-23%	-3%
- COc1ccc2nc3oc(C(=O)Nc4cccc(C(F)(F)F)c4)cc3cc2c1
→ -6%	-1%	?
- Cc1ncc(COC(=O)C(C)C)c2cc(C(=O)Nc3ccccc3C(F)(F)F)c(=O)oc12
→ 7%	-9%	-6%
- CCCC(=O)Nc1nnc(SCc2cc(=O)n3cccc(C)c3n2)s1
→ -7%	-9%	-4%
- CCOC(=O)c1c(S(=O)(=O)NCC(=O)Nc2ccc(C)c(N(C)C)c2)c(C)n(C)c1C
→ -5%	-12%	-10%
- CCOc1ccc(NC(=O)CC2C(=O)N(c3cccc(C)c3)C(=O)N2Cc2ccco2)cc1 (stereo not drawn)
→ 1%	-18%	5%
- CC(=O)c1ccc(NC(=O)CSc2nnc(-c3ccncc3)n2-c2ccccc2)cc1
→ -7%	-4%	-3%
- COc1ccc(Cl)cc1NC(=O)CSc1nc(=O)[nH]c2c1CCCC2
→ -5%	-10%	-9%
- COc1cc(C(CC(=O)NCCC(C)C)N2Cc3ccccc3C2=O)cc(OC)c1OC (stereo not drawn)
→ 1%	0%	5%
- O=C(Nc1ccc(-c2nc3cc(NC(=O)c4ccccc4F)ccc3o2)cc1)c1ccccc1F
→ ?	0%	?

Looked up by structure from the list above (two):
Each structure is followed by: Tau fibril FP	Tau fluor cs	Tau ThT inhib
- COc1cc(C(CC(=O)NCCC(C)C)N2Cc3ccccc3C2=O)cc(OC)c1OC (stereo not drawn)
→ 1%	0%	5%
- O=C(Nc1ccc(-c2nc3cc(NC(=O)c4ccccc4F)ccc3o2)cc1)c1ccccc1F
→ ?	0%	?

Profiles as entered above.
`CCCC(=O)Nc1nnc(SCc2cc(=O)n3cccc(C)c3n2)s1` in the list: Tau fibril FP = -7%; Tau fluor cs = -9%; Tau ThT inhib = -4%
`Cc1ccc(-c2onc(C)c2C)cc1S(=O)(=O)NC1CCC(C)CC1` (stereo not drawn) in the list: Tau fibril FP = -7%; Tau fluor cs = -23%; Tau ThT inhib = -3%
`CCOC(=O)c1c(S(=O)(=O)NCC(=O)Nc2ccc(C)c(N(C)C)c2)c(C)n(C)c1C` in the list: Tau fibril FP = -5%; Tau fluor cs = -12%; Tau ThT inhib = -10%

The list continues:
Each structure is followed by: Tau fibril FP	Tau fluor cs	Tau ThT inhib
- Cc1ccc(N2C(=O)N(CC(=O)C(C)(C)C)c3ccccc3S2(=O)=O)cc1C
→ -6%	-18%	-6%
- CC(NC(=O)C1CCN(C(=O)c2ccc(-n3ccc4ccccc43)s2)CC1)c1ccccc1 (stereo not drawn)
→ 9%	-12%	-12%
- Cc1nnc(N2CCCC(C(=O)Nc3cccc(C(F)(F)F)c3)C2)c2nn(-c3ccccc3)c(C)c12 (stereo not drawn)
→ -9%	-23%	-12%
- CC(C)c1cnc2c(c1SCc1cccc(F)c1)c(=O)n(C)c(=O)n2C
→ 2%	-9%	-13%
- O=C(NCc1ccccc1)C(=O)NCC(c1cccs1)S(=O)(=O)c1cccs1 (stereo not drawn)
→ -11%	-12%	-8%
- O=C(NCc1ccccc1Cl)c1cnc(N2CCCCC2)c2ccccc12
→ 7%	-7%	-10%
- Cc1ccc(C)c(CNC(=O)CN2C(=O)CSc3ccc(S(=O)(=O)N(C)C)cc32)c1
→ -2%	-8%	-2%
- Cc1cccc(NC(=O)CSc2nc(-c3cccs3)nc3cc(=O)[nH]n23)c1
→ 0%	-6%	?
- COc1ccccc1NC(=O)Cn1c(=O)n(-c2cccc(C)c2)c(=O)c2c1c1cc(C)ccc1n2C
→ -1%	-11%	-14%
- COC(=O)c1c(NC(=O)CS(=O)(=O)c2ccc(C)cc2)sc2c1CCCCC2
→ -9%	-26%	-12%
- COc1ccccc1/C=C/c1onc(C)c1S(=O)(=O)N1CCC(C(=O)N2CCC(C)CC2)CC1
→ -4%	-5%	-12%
- Cn1c(=O)c2c(SCC(=O)Nc3ccccc3C(F)(F)F)nc(C3CCCC3)nc2n(C)c1=O
→ 4%	10%	6%
- COC(=O)c1cnc(N2CCN(c3ccc(F)cc3)CC2)c2ccccc12
→ -1%	-29%	?
- COc1ccccc1CNC(=O)CC(c1ccc(OC)c(OC)c1)N1Cc2ccccc2C1=O (stereo not drawn)
→ 6%	-3%	4%
- Cc1ccc(-n2ncc(C(=O)N3CCN(c4ccccn4)CC3)c2C2CCN(C(=O)OC(C)(C)C)CC2)cc1
→ 1%	0%	-2%
- Cc1cc(C)c(NC(=O)CSc2ccnc(=O)[nH]2)c(C)c1
→ -7%	-3%	-7%
- O=C(NCc1ccccc1Cl)c1ccc(NC(=O)N2CCSc3ncccc32)cc1
→ -17%	2%	1%
- COc1ccc(OC)c(CNC(=O)c2ccc(N3Cc4ccccc4Oc4ncccc43)s2)c1
→ 9%	-8%	0%
- CC(=O)N1CCCc2cc(S(=O)(=O)N3CCCC(C(=O)N4CCN(c5ccccc5)CC4)C3)ccc21 (stereo not drawn)
→ 10%	-11%	-6%
- CCc1ccc(NC(=O)Cn2nnc(C(=O)Nc3cc(C)ccc3OC)c2N)cc1
→ ?	-28%	-1%
- CC(=O)Nc1c(C)nn(-c2ccccc2)c1N1CCC(C(=O)Nc2cc(F)ccc2F)CC1
→ -2%	-10%	-8%
- Cc1ccc(-n2ncc(C(=O)NCCCN3CCN(C)CC3)c2C2CCN(C(=O)OC(C)(C)C)CC2)c(C)c1
→ -4%	-4%	-3%
- CCc1sc(Nc2cccc(Cl)c2C)nc1-c1cc2cccc(OC)c2oc1=O
→ 2%	-27%	?
- COc1ccc(-c2nc(SCC(=O)N3CCN(c4ccc(F)cc4)CC3)n[nH]2)cc1
→ ?	-5%	-21%
- CCc1ccccc1NC(=O)CCNS(=O)(=O)c1ccc2c(c1)CCCC(=O)N2
→ -2%	-7%	-2%
- Cc1ccc(N2CCN(S(=O)(=O)c3c(C)[nH]c(=O)[nH]c3=O)CC2C)cc1 (stereo not drawn)
→ 0%	-11%	-13%
- COc1ccc(NC(=O)C2=C(C)Nc3ncnn3C2c2cccn2C)cc1 (stereo not drawn)
→ -6%	-7%	-3%
- Cc1cccc(C)c1NC(=O)C(=O)NCC(c1ccc2c(c1)OCO2)N1CCOCC1 (stereo not drawn)
→ -3%	2%	4%
- Cc1cc(F)ccc1NC(=O)CN1C(=O)CCc2cc(S(=O)(=O)N3CCOCC3)ccc21
→ 11%	-2%	-11%
- COc1ccc(OC)c(NC(=O)CCn2cccn2)c1
→ 1%	-9%	-3%
- O=C(CSc1n[nH]c(-c2ccccc2)n1)N1CCN(c2ccccc2F)CC1
→ -3%	-29%	?
- CCc1ccc(-n2nc(C)c3c(C(=O)Nc4cc(C)c(Cl)cc4OC)cc(C)nc32)cc1
→ -2%	-7%	-7%
- Cc1ccc(CNC(=O)CSc2c(C)cnc3c2c(=O)n(C)c(=O)n3C)cc1
→ -8%	-7%	-3%
- CCOC(=O)Cn1c(=O)cc(C)c2c(C)nn(-c3cccc(F)c3)c21
→ -14%	-22%	-13%
- COc1ccc(C)cc1NCc1nnc2n1CCCCC2
→ 0%	-3%	-6%
- COc1ccc(-c2n[nH]c3c2cnc2ccc(F)cc23)cc1
→ -2%	-1%	-7%
- O=C(Nc1cccc(OCc2cc(=O)n3ccccc3n2)c1)Nc1cccc(C(F)(F)F)c1
→ ?	?	2%
- COc1cccc(C(c2sc3nc(-c4ccco4)nn3c2O)N2CCN(C)CC2)c1 (stereo not drawn)
→ -8%	0%	0%

From PubChem
